Source: PubChem BioAssay
aGlu spleen mod: qHTS Assay for Inhibitors and Activators of Human alpha-Glucosidase From Spleen Homogenate; Lysosomal alpha-glucosidase (Homo sapiens), P10253; human spleen homogenate, 4-MU-alpha-glucoside fluorescence; Potency, µM (highest dose often 79.9 µM), for inactives: at the highest dose activity change, negative = inhibition, actives largely listed as inhibitors; 0.006% of 240,000 active; AID 2112, 2009;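 note: 0% = enzyme with vehicle and -100% = no enzyme basal signal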
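Human spleen homogenate (1 ug) incubated with compounds and 1 mM 4-methylumbelliferyl-alpha-D-glucopyranoside in pH 5.0 citrate/phosphate buffer, 37 C, 40 min. Stopped at pH 10; 4-MU fluorescence (Ex 365/Em 440 nm); AC50 by Hill fit.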
RECQ1 helicase: qHTS Assay for Inhibitors of RecQ-Like Dna Helicase 1 (RECQ1). RECQ1 DNA unwinding, red fluorescence kinetic read. Potency, µM (highest dose often 57.3 µM), for inactives: at the highest dose activity, negative = inhibition, actives largely listed as inhibitors. 0.54% of 240,000 active;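 note: plate controls were vehicle for no effect and no enzyme for full effect; nearly all actives have a fitted effect of over 30% in size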
Target sequence (P46063 whole entry, looked up): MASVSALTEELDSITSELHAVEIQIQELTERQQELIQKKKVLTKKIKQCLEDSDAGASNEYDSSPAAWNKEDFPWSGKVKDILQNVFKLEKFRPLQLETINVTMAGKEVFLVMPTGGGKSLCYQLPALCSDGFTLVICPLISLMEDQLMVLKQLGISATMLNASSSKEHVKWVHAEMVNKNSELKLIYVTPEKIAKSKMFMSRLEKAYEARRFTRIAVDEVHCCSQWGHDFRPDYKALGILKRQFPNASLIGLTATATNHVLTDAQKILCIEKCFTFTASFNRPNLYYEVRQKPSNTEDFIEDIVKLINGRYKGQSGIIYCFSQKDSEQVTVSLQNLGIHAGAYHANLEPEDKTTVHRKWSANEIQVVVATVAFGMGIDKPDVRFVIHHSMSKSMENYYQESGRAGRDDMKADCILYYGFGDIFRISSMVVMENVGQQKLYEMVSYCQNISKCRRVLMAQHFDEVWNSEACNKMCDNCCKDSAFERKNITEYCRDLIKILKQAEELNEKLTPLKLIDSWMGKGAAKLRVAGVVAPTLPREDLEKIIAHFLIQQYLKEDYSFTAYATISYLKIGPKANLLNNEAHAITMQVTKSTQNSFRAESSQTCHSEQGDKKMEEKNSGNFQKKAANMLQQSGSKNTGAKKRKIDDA
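50 nM RECQ1T1 preincubated 15 min with compound in Tris pH 8.0 buffer with MgCl2, DTT, Tween-20 and 2.5 ug/ml poly(dI-dC); started with 200 nM TAMRA/BHQ-2 forked duplex and 2 mM ATP. Unwinding read as fluorescence (525/598 nm), two reads 2 h apart.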
GoLoco inh red: qHTS Assay for Inhibitors of RGS12 GoLoco Motif Activity (Red Fluorophore) | Potency, µM (highest dose often 61.6 µM), for the others: at the highest dose activity, negative = inhibition, actives largely listed as inhibitors | AID 880, 2007 | 0.44% of 230,000 active | Gai1:RGS12 GoLoco peptide FP, rhodamine, 10 min; active = well fitted inhibition curve with a large enough effect, not every such curve was filed as active; inactive = no such curve, though single readings can be large or run the other way; note: nearly all actives have a fitted effect of over 30% in size; many of its hits are not listed in these tables
Target sequence (P63096 whole entry, looked up): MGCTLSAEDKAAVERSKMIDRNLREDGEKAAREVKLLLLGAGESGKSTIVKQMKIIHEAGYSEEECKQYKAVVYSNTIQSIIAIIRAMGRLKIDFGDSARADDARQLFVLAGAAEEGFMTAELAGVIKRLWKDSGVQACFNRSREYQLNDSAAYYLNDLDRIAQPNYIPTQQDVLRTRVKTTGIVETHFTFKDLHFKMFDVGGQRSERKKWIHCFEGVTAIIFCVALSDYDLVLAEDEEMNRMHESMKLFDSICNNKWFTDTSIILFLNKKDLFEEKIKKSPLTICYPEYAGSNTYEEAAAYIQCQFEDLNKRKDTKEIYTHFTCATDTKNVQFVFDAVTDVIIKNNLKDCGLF
TRb-SRC2 inh: qHTS for Inhibitors of the Interaction of Thyroid Hormone Receptor and Steroid Receptor Coregulator 2; TRbeta-SRC2 peptide binding, fluorescence polarization; receptor liganded with 1 µM T3; Potency, µM (doses to about 106 µM), for the others: at the top dose activity change, negative = inhibition, hits mostly inhibitors; 0.065% of 280,000 active; AID 1469, 2008;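 note: plate controls were bound peptide for no effect and peptide without receptor for full effect; nearly all actives have a fitted effect of over 50% in size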
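Fluorescence polarization of 20 nM Texas Red SRC2 peptide with 0.6 uM human TRb ligand-binding domain, in Tris buffer with 1uM T3 and 5% DMSO. Incubated 5 hr ambient; normalized to unbound and bound controls.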
GAA glycogen mod: qHTS Assay for Inhibitors and Activators of Human alpha-Glucosidase Cleavage of Glycogen. Lysosomal alpha-glucosidase (Homo sapiens), P10253. recombinant GAA, glycogen substrate, Amplex Red glucose oxidase fluorescence. Potency, µM (doses to about 76.4 µM), for the others: top-dose activity change, negative = inhibition, usual class: inhibitors. 0.38% of 300,000 active. AID 2100, 2009;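 note: 0% = full enzyme reaction and -100% = no-enzyme basal signal; the screen sought inhibitors and activators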
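Recombinant human enzyme (4 nM); glycogen substrate; 37 C, 40 min, pH 5.0. Readout: coupled glucose oxidase/Amplex Red fluorescence.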
GAA inh: qHTS Assay for Inhibitors of Human alpha-Glucosidase as a Potential Chaperone Treatment of Pompe Disease; 0.005% of 200,000 active; purified human GAA, 4-MU-alpha-glucoside fluorescence; Lysosomal alpha-glucosidase (Homo sapiens), P10253; Potency, µM (titrated, usually from 76.9 µM), inactives show top-dose activity change, negative = inhibition, hits mostly inhibitors;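 note: plate controls were uninhibited enzyme wells for no effect and no-enzyme background for full effect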
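Compounds are titrated up to 77 uM against 4 nM human enzyme. Substrate 4-methylumbelliferyl-alpha-D-pyranoside (400 uM) reacts 20 min at room temperature in pH 5.0 buffer; liberated 4-methylumbelliferone is read at 440 nm.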
L3MBTL1 block: qHTS Assay for the Inhibitors of L3MBTL1; Lethal(3)malignant brain tumor-like protein 1 (Homo sapiens), Q9Y468; AlphaScreen L3MBTL1–H3K9me1 peptide binding; Potency, µM (titrated, usually from 57.1 µM), for the others: at the top dose activity, negative = inhibition, usual class: inhibitors; 0.66% of 230,000 active; note: nearly all actives have a fitted effect of over 60% in size
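L3MBTL1 (50 nM) pre-complexed 30 min with biotinylated H3(1-15)K9me1 peptide (75 nM), then compounds added for 30 min at room temperature; AlphaScreen streptavidin donor/nickel chelate acceptor beads (10 ug/mL final) read after 30 min dark incubation.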
TR SRC2 fluor cs: Total Fluorescence Counterscreen for Inhibitors of the Interaction of Thyroid Hormone Receptor and Steroid Receptor Coregulator 2 | Potency, µM (doses to about 106 µM), for the others: at the top dose fluorescence change, negative = quenching | AID 1479, 2009 | 0.29% of 280,000 active | TRb/SRC2 Texas Red total fluorescence interference; active = well fitted curve in either direction with a large enough effect; inconclusive = small, poorly fitted or top-dose-only effect
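Human TRb ligand-binding domain at 0.6 uM with 20 nM Texas Red SRC2 peptide in Tris buffer containing 1 uM T3 and 5% DMSO, incubated with compound 5 h at ambient temperature. Total fluorescence (555/632 nm) calculated as parallel + 2 × perpendicular.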
* marks the source's active call; other numbers are inactive results; i = inactive; ? = inconclusive; · = not tested or not shown; [ ] = another dose, or the depositor's remark. Unless noted, calls come from the whole dose curve; as a rule, active = well fitted curve in the direction sought with a large enough effect; inconclusive = small, poorly fitted or top-dose-only effect, or another doubt; inactive = no such curve, though single readings can be large; an effect the other way counts as inactive or inconclusive. Unless noted, % is set by controls: 0 for no effect and ±100 for the full control effect; potency is the fitted concentration of half-maximal effect.

SMILES | aGlu spleen mod | RECQ1 helicase | GoLoco inh red | TRb-SRC2 inh | GAA glycogen mod | GAA inh | L3MBTL1 block | TR SRC2 fluor cs
O=C(CCC(=O)OCC(=O)c1cccc([N+](=O)[O-])c1)Nc1cccc(Cl)c1Cl | 1% | -10% | -8% | -1% | 5% | -4% | 12% | 0%
COC(=O)CSc1nc(NCC(C)C)nc(N2CCOCC2)n1 | -4% | 1% | -11% | -3% | 0% | -2% | · | -2%
Cc1ccc(-c2csc(N(CCCN3CCOCC3)C(=O)c3ccco3)n2)cc1 | -3% | -14% | 2% | -5% | -6% | -11% | -10% | -3%
CC(=O)Nc1cccc(-c2cn3ccccc3n2)c1 | -16% | i | 30% | -3% | -13% | 10% | 1% | -6%
COC(=O)c1ccc(NC(=O)CN2CCOCC2)cc1 | -4% | -6% | 0% | -1% | 12% | -4% | 3% | -2%
O=S(=O)(c1ccc(Cl)cc1)N1CCN(c2ncccn2)CC1 | -5% | -5% | 4% | -3% | 9% | 0% | 5% | -6%
COc1cc2ccccc2cc1C(=O)NC(=S)Nc1cc(C(=O)O)ccc1C | 5% | -13% | 3% | -6% | 5% | 5% | · | -1%
O=C(O)CCCC(=O)Nc1ccccc1C(=O)N1CCCC1 | -4% | i | 1% | -2% | 9% | -7% | 3% | -3%
Cn1nnnc1SCCNCc1ccncc1 | 2% | i | 2% | -5% | 5% | 1% | · | -2%
Cc1cc(Cl)c(S(=O)(=O)N2CC(C)OC(C)C2)cc1OCC(N)=O (stereo unspecified) | 0% | -11% | -5% | 0% | -6% | -2% | -2% | -2%
Cc1[nH]nc(-c2ccc(OCc3cnn(-c4ccccc4)c3)cc2O)c1Oc1ccc(Cl)cc1 | -1% | -12% | -3% | -1% | -3% | 4% | -13% | -1%
COCCN1C(=O)c2ccccc2C(C(=O)NCCCN2CCCC2=O)C1c1c[nH]c2ccccc12 (stereo unspecified) | -4% | -8% | 10% | 0% | 1% | -5% | 2% | -2%
CCCn1c(Nc2nc3ccccc3n2C)nc2ccccc21 | -3% | 5% | 7% | 2% | -7% | -5% | 18µM* | -2%
COC(=O)CCCC1=CC2=CC(=O)C(C)(OC(=O)c3cccs3)C(=O)C2=CN1C1CCCCC1 (stereo unspecified) | -2%[17.4 µM] | 3%[11.5 µM] | -2%[14.2 µM] | 7%[11.2 µM] | 5% | · | · | -3%[11.2 µM]
COc1ccc(CCn2c(C3CCCCC3)nc3c(c(=O)c4ccccc4n3C)c2=O)cc1 | 4% | 0% | 0% | -2% | 2% | · | · | -1%
Cc1cc(O)ccc1N1C(=O)c2cccc3cc([N+](=O)[O-])cc(c23)C1=O | 2% | 10% | 4% | -4% | 25% | 3% | -8% | -4%
CC(C)(C)NC(=O)NC(=O)CSc1nncs1 | 2% | -4% | -5% | 0% | -1% | 4% | -3% | 0%
Cc1ccsc1/C=N/NC(=O)CSCc1ccc(Cl)cc1 | -6% | i | -1% | -9% | -25% | ? | · | 3%
COc1ccc(-c2csc(-n3ncc(-c4cccs4)c3N)n2)cc1 | 1% | 1% | 19% | -5% | 6% | 3% | -1% | -1%
O=C1CN(/N=C\c2ccc([N+](=O)[O-])o2)C(=O)N1 | -8%[29.1 µM] | i | 11%[21.6 µM] | 0%[53 µM] | · | · | · | -13%[53 µM]

The closing five compounds of the part above come first, to join the parts:
SMILES | aGlu spleen mod | RECQ1 helicase | GoLoco inh red | TRb-SRC2 inh | GAA glycogen mod | GAA inh | L3MBTL1 block | TR SRC2 fluor cs
Cc1cc(O)ccc1N1C(=O)c2cccc3cc([N+](=O)[O-])cc(c23)C1=O | 2% | 10% | 4% | -4% | 25% | 3% | -8% | -4%
CC(C)(C)NC(=O)NC(=O)CSc1nncs1 | 2% | -4% | -5% | 0% | -1% | 4% | -3% | 0%
Cc1ccsc1/C=N/NC(=O)CSCc1ccc(Cl)cc1 | -6% | i | -1% | -9% | -25% | ? | · | 3%
COc1ccc(-c2csc(-n3ncc(-c4cccs4)c3N)n2)cc1 | 1% | 1% | 19% | -5% | 6% | 3% | -1% | -1%
O=C1CN(/N=C\c2ccc([N+](=O)[O-])o2)C(=O)N1 | -8%[29.1 µM] | i | 11%[21.6 µM] | 0%[53 µM] | · | · | · | -13%[53 µM]
O=C(OCc1nc2ccccc2[n+]([O-])c1C(=O)c1ccccc1)c1ccco1 | 0% | -8% | -3% | -8% | 5% | · | · | -3%
C(=N\Nc1nc(-c2ccccc2)cs1)/c1cccnc1 | -5% | -21% | -7% | 2% | ? | 0% | -14% | -4%
CN(Cc1ccc(F)cc1)C(=O)c1ccc2c(c1)NC(=O)CS2 | -3% | 3% | 0% | -2% | -16% | 11% | -7% | 1%
O=C(CSc1ccccn1)N1CCOCC1 | 1% | -5% | 5% | 0% | -1% | 1% | 4% | -2%
CCOc1ccc(NC(=O)c2ccccc2OC)cc1 | -9% | -9% | 2% | -1% | -3% | ? | 4% | -6%
Cc1ccc(NC(=O)C2CCN(S(=O)(=O)c3c(C)n[nH]c3C)CC2)nc1 | -6% | -6% | 2% | -7% | 6% | -4% | 1% | 0%
CCCOC(=O)Nc1cc(OC)ccc1[N+](=O)[O-] | -1% | -3% | -12% | -2% | 5% | -10% | · | -1%
CC1CC(C(F)(F)F)n2ncnc2N1 (stereo unspecified) | -9% | i | -9% | 4% | -3% | -14% | · | -5%
COc1ccccc1Oc1ccc(-c2cnc3ccccc3n2)cc1[N+](=O)[O-] | 2% | -12% | 2% | 6% | 6% | 10% | -2% | -3%
Cc1cc(N2CCOCC2)n2nc(C)c(-c3ccccc3)c2n1 | -11% | -3% | 6% | -14% | 0% | 1% | 6% | -2%
O=C(CSc1ccc(-c2ccccn2)nn1)N1CCCc2ccccc21 | 3% | 0% | 5% | -10% | -13% | 8% | ? | -1%
Cc1ccc(S(=O)(=O)NNC(=O)c2cccnc2)cc1 | -7% | -16% | 10% | -11% | -28% | 0% | · | 0%
Cc1ccsc1C1Nc2ccc3ncccc3c2C2=C1C(=O)CCC2 (stereo unspecified) | -9% | 0% | 7% | 4% | -5% | -11% | -5% | -7%
Cc1ccc(NCc2nnc(SCC(=O)N3CCCc4ccccc43)o2)c(C)c1 | -20% | i | 3% | -4% | 1% | -7% | -2% | -1%
Cc1c(NC(=O)CN2C(=O)C(=O)c3ccccc32)c(=O)n(-c2ccccc2)n1C | 8% | -1% | 5% | -5% | -9% | 1% | -2% | -1%
O=c1[nH]c2cc3c(cc2cc1CN(CC1CCCO1)S(=O)(=O)c1ccccc1)OCCO3 (stereo unspecified) | 3% | -2% | 5% | -7% | 5% | 6% | · | -3%
CCOC(=O)C1C(=O)NC(N2CCCCC2)=NC1c1ccccc1 (stereo unspecified) | -1% | i | 3% | -3% | -1% | -2% | · | 1%
CC1=NN(c2ccc(C)cc2C)C(=O)C1C(c1cccc(O)c1)C1C(=O)N(c2ccc(C)cc2C)N=C1C (stereo unspecified) | -1% | -5% | 10% | -12% | -27% | -8% | -5% | -3%
COC(=O)C1=C(C)N(c2ccc(F)c(Cl)c2)C(=O)C1 | -2% | -20% | -1% | -1% | -10% | -5% | -4% | 3%
CCOC(=O)N1CCN(C(=O)c2ccc(OC(C)=O)cc2)CC1 | 1% | -5% | 2% | 0% | 2% | 4% | · | 0%
CCCC(=O)Nc1ccc(C(=O)NN=C(C2CC2)C2CC2)cc1 | 5% | -8% | -10% | 1% | 6% | 4% | -4% | -2%
COc1ccc(/C=N/NC(=O)C(=O)NCc2cccnc2)cc1OC | 2% | -13% | 10% | 6% | -19% | 2% | -1% | -1%
O=C(NCCn1cc(SCc2ccccc2F)c2ccccc21)c1c(F)cccc1F | -1% | i | 4% | 0% | -13% | -12% | 3% | 0%
COc1ccc(OC)c(C(c2nnnn2C2CCCC2)N2CCc3ccccc3C2)c1 (stereo unspecified) | -6% | 0% | 3% | 1% | -1% | -12% | · | 0%
CNS(=O)(=O)c1cnccc1N1CCN(C)CC1 | 6% | -2% | 10% | -1% | 7% | -3% | -1% | -2%
COc1ccc(NS(=O)(=O)c2cccc(C(=O)N/N=C/c3ccc(O)cc3)c2)cc1 | -1% | -28% | 11% | 7% | -25% | -4% | -1% | -4%
Cc1cccn2c(=O)c(/C=C(\C#N)C(=O)NC3CCS(=O)(=O)C3)c(N3CCC(C(N)=O)CC3)nc12 (stereo unspecified) | 3% | 10% | 0% | -20%[53 µM] | 2% | -3% | 34%[activator] | 0.0003µM*[quencher]
COC(=O)c1ccc(CSc2nnnn2-c2ccc(C)cc2C)o1 | -4% | -15% | -4% | 3% | 3% | -15% | -5% | -3%
Cn1c(N)c(C(=O)c2ccc(Oc3ccccc3)cc2)c(=O)n(C)c1=O | 3% | -7% | 1% | -3% | 4% | -3% | 6% | -2%
COc1cc(NC(=O)c2ccccc2Cl)ccc1NC(=O)c1cccs1 | -13% | -1% | 5% | -8% | 0% | 1% | 0% | -2%
Cc1nc(NC(=O)C2CC2)sc1C(=O)N1CCCCC1 | -13% | -4% | · | 0% | 18% | 3% | -4% | 0%
Cc1oncc1C(=S)Nc1ccccc1 | -8% | -14% | 4% | 3% | 2% | 5% | -2% | 0%
COc1c2ccccc2nc2occc12 | 14% | i | 4% | 6% | · | · | · | -2%
CCn1cc(C2=NOC(C(=O)Nc3cc(OC)c(Cl)cc3OC)C2)c(C)n1 (stereo unspecified) | -7% | -10% | 15% | 8% | 8% | -15% | -2% | 1%

An excerpt (hit frequency here may not be typical).
